Screens (PubChem BioAssay)
hgDAF12 agonist – agonists of H. glycines DAF-12 nuclear receptor | HEK293 GAL4-hgDAF12 UAS-luciferase reporter, agonist luminescence; normalized to butyrate control | activation, % at 6.8 µM | 370,000 tested, 1.8% active;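 active = activation above a cutoff set at the mean of all screened compounds plus 3 SD, cut at about 10% in these data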;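 also: 0% = DMSO wells and 100% = sodium butyrate wells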
ssDAF12 agonist – activators of S. stercoralis DAF-12 nuclear receptor. activation, % at 6.8 µM. 370,000 tested, 1% active. AID 652126. HEK293 ssDAF-12/GRIP1 lit1-tk-luc reporter, luminescence; % of 3 µM dafachronic acid response;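 active = activation above the mean over all tested compounds plus 3 SD, cut at about 0.9% in these data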;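 also: 0% = DMSO-only wells and 100% = 3 µM delta7-dafachronic acid wells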
DAX1 inh-1 – blocks DAX1 repression of SF-1 activated StAR promoter; inhibition, % at 6.8 µM; 370,000 tested, 1.1% active; HEK293T StAR-luciferase reporter, SF-1/DAX-1 repression relief; AID 652010;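 active = inhibition above the mean over all tested compounds plus 3 SD, cut at about 3.6% in these data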;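 also: 0% = DAX-1 cells with DMSO and 100% = cells lacking DAX-1 with DMSO; higher inhibition means more luminescence from relief of DAX-1 repression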
ADAM17 inh – ADAM17 inhibition, QFRET primary screen; recombinant ADAM17, EDANS/DABCYL FRET peptide cleavage; inhibition, % at 6.95 µM; 370,000 tested, 0.83% active;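 active = inhibition above the mean of compounds lying between control limits plus 3 SD, set per campaign, cut at about 8.5% in these data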;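 also: 0% = DMSO-only wells as the low control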
Target sequence (P78536 215-824 limits assumed): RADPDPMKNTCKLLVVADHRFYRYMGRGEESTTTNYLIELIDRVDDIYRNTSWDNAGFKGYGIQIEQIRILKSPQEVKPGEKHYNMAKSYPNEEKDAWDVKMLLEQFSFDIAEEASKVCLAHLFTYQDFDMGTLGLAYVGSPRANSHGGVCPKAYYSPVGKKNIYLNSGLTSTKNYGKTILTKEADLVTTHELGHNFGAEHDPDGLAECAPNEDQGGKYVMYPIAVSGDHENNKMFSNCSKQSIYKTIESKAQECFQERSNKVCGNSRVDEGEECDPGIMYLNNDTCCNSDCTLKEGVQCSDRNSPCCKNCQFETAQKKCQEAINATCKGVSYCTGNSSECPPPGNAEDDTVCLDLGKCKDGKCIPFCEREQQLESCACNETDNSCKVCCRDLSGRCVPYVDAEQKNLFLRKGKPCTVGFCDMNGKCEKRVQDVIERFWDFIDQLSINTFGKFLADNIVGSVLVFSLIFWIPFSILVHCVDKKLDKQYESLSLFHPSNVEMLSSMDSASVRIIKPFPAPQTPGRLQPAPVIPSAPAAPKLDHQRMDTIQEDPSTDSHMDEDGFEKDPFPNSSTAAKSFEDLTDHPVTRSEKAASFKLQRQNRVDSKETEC
ADAM10 inh – ADAM10 inhibition, QFRET primary screen; inhibition, % at 7 µM; 370,000 tested, 0.62% active; recombinant ADAM10, EDANS/DABCYL FRET peptide cleavage, 3 h;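 active = inhibition above a per-campaign cutoff equal to the mean of compounds falling between control-based bounds plus 3 SD, cut at about 20% in these data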;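 also: 0% = DMSO wells while the 100% control is not disclosed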
FXN GAA850 act – activators of GAA850 frataxin (FXN) promoter. HEK293 lucGAA850 FXN promoter luciferase reporter, 24 h; percent of 10 µM SAHA response. activation, % at 6 µM. 360,000 tested, 0.56% active. AID 540364;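 active = activation above the average of all compounds screened plus 3 SD, cutoff fixed separately per campaign, cut at about 7.5% in these data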;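 also: 0% = DMSO wells and 100% = 10 µM SAHA wells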
SMARCA2 activ – increases SMARCA2 function in MMTV reporter cells; MG213 cells, MMTV-luciferase reporter, dexamethasone, overnight; activation, % at 9.1 µM; 370,000 tested, 1% active; in the data active = activation above about 7.8%;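 also: 0% = vehicle wells and 100% = reference activator wells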
DAX1 inh-2 – NR0B1 (DAX1) inhibition; HEK293 Gal4-DAX1 luciferase reporter, luminescence; inhibition, % at 6.75 µM; 340,000 tested, 0.99% active; AID 504766;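 active = inhibition above the mean over all tested compounds plus 3 SD, cut at about 4.2% in these data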;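 also: 0% = DAX1-transfected cells with DMSO and 100% = empty-vector control cells with DMSO; inhibition shows as a rise in luminescence from relieved DAX1 repression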
Target sequence (P51843 207-470 limits assumed): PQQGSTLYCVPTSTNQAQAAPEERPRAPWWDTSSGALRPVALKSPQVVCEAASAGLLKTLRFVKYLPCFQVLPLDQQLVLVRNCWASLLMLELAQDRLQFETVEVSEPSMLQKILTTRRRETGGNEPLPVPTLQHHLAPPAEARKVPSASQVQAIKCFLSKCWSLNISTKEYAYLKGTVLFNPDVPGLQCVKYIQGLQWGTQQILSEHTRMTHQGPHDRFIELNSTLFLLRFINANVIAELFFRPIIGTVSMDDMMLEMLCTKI
PG9 Ab binder – PG9 antibody binding by small molecule. AID 624416. inhibition, % at 6.7 µM. 360,000 tested, 0.43% active. TR-FRET gp120-PG9 antibody binding; in the data active = inhibition above about 8.5%
hcDAF12 agonist – H. contortus DAF-12 activation, primary screen; AID 652067; HEK293 hcDAF-12 lit1-tk-luc reporter, luminescence; 0% DMSO, 100% Δ7-dafachronic acid; 370,000 tested, 1.4% active; activation, % at 6.8 µM;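 active = activation above the mean of all tested compounds plus 3 SD, cut at about 5.5% in these data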;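 also: 100% = response to 3 µM Δ7-dafachronic acid high control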
GC-A act – GC-A (human) enzyme activation | P16066 | HEK293 GC-A cells, cGMP TR-FRET, EC30 ANP; 0% at EC30 ANP, 100% saturating ANP | activation, % at 10 µM | 370,000 tested, 0.14% active; in the data active = activation above about 40%
Active calls of the source: *; i = inactive; x = not tested or not shown. No enrichment for hits; about 6.8% have a hit in one of these screens.

SMILES	hgDAF12 agonist	ssDAF12 agonist	DAX1 inh-1	ADAM17 inh	ADAM10 inh	FXN GAA850 act	SMARCA2 activ	DAX1 inh-2	PG9 Ab binder	hcDAF12 agonist	GC-A act
Cc1ccc(-n2nc3c(c2NC(=O)c2ccc4c(c2)OCO4)CSC3)cc1	-0.1	-1.1	-0.5	2	8	-0.3	2	-1.1	1.4	0.0	-1
COc1ccc(-c2cc3c(=O)n(CC(=O)N4CCCC4)ncn3n2)cc1	2.2	-0.6	0.0	-3	-6	0.6	-5	0.8	-1.1	-0.4	11
CC(C)n1nc(C(=O)OCC(=O)N2CC(=O)Nc3ccccc32)c2ccccc2c1=O	-0.5	-1.8	-0.1	1	10	0.4	-6	1.8	-0.2	-1.2	0
C/C(=N\NC(=O)COc1ccccc1[N+](=O)[O-])c1cccc(NC(=O)c2ccncc2)c1	-0.2	-0.8	-1.5	1	-1	-0.5	0	-0.9	-0.6	-2.8	-2
C=C(C)C1CC=C(C)/C(=N/NC(=O)c2ccc(NC(=O)CC)cc2)C1 (stereo not given)	5.4	-1.3	0.0	-1	-4	-1.4	4	0.4	-1.6	-1.4	2
CC(=O)C1[C@H](N(C)C)CC2C3CC=C4CC(O)CC[C@]4(C)C3CC[C@@]21C (stereo not given in full)	4.2	-0.8	0.0	-3	-3	0.2	-1	-1.7	0.5	-0.1	2
Cn1c(=O)c2c(nc(CN3CCN(c4ccccc4)CC3)n2Cc2ccccc2Cl)n(C)c1=O	-1.2	-1.0	-0.2	-5	-2	-0.2	-5	0.5	2.4	0.0	-5
COc1ccccc1Nc1nc(N)nc(CN2CCC(Cc3ccccc3)CC2)n1	-3.4	-1.0	-0.2	-1	0	1.2	-3	-1.3	0.1	-2.1	-3
Cc1[nH]c2ccccc2c1C(=O)C(C)OC(=O)c1ccccc1NCCO (stereo not given)	-1.6	-1.2	-1.7	-83	-229	-0.4	6	1.2	4.0	1.9	1
Cc1ccc(Nc2nc(N)nc(CCl)n2)cc1	2.8	-0.4	-1.1	-6	2	-8.8	-12	x	0.6	1.6	7
O=C(NC1CCCCC1)C1CCCN(S(=O)(=O)c2cccs2)C1 (stereo not given)	-2.8	-1.3	-0.2	2	5	-2.1	2	0.6	-1.8	-0.5	6
O=C(CCC(=O)Nc1ccc(F)cc1)N/N=C/c1ccccc1	0.7	-0.8	-0.1	-7	7	2.3	-2	0.1	1.1	-1.3	-1
COc1ccc(S(=O)(=O)CC(=O)c2cc(C)c(O)c(C)c2)cc1	1.0	-0.7	-0.4	-2	-2	0.3	1	0.2	-2.1	-0.6	0
COc1ccc(CN(C)S(=O)(=O)c2nnc(NC(=O)c3ccccc3OC)s2)cc1OC	2.2	-0.1	0.7	-2	-12	1.8	-1	-0.2	1.5	7.7*	1
CC1(C(=O)Nc2cccc(Oc3ccccc3)c2)CCN1Cc1cccc2c1OCO2 (stereo not given)	1.8	0.2	-1.8	-4	-7	3.9	-2	x	-0.3	0.7	-2
COc1cccc(NC(=O)COC(=O)CNS(=O)(=O)c2c(F)cccc2F)c1	0.4	-0.4	0.0	0	-3	1.9	0	0.3	0.2	-0.1	-1
COc1ccc(/C=c2\sc3nc(-c4ccccc4)c(-c4ccccc4)n3c2=O)cc1OC	0.6	-1.1	-0.4	-1	-5	-0.8	-1	0.4	0.4	-0.5	-3
O=C(COC(=O)/C=C/c1cccc(F)c1)NC1CC1	-1.4	-1.2	-0.1	-1	-1	0.0	-2	0.1	-2.0	-1.3	2
CN1CCN(C(=O)Nc2ccccc2CC[N+](=O)[O-])CC1	-0.6	0.4	0.5	-3	-8	1.9	-1	0.3	-1.1	13*	-3
CC(=O)c1ccc(N2CC(C)(C)C2=O)cc1	1.8	-0.7	0.8	-3	1	-0.6	-3	-1.7	-1.9	0.3	1
CN1CC(=O)Nc2ccc(Br)cc2C1=O	-2.5	-1.7	0.0	4	-5	0.6	1	0.9	-1.4	1.3	1
Cc1cc(C)cc(NC(=S)NCCCO)c1	0.2	-0.2	0.2	1	2	3.9	3	-0.7	-3.0	2.3	3
CCOc1ccccc1NC(=O)c1cccc(NC2=NC3CS(=O)(=O)CC3S2)c1 (stereo not given)	1.3	-0.9	-0.8	6	11	5.7	-4	1.6	-3.4	-1.1	2
COc1cc(C(=O)Nc2cc(C)nn2-c2ccccc2)cc(OC)c1OC	-1.3	-0.9	-0.3	0	-1	-1.5	-2	0.8	-1.9	-0.6	2
CCOC(=O)c1cccc(NC(=O)c2cccnc2)c1	1.9	-1.6	0.5	-4	0	0.8	6	0.0	-1.7	-1.4	0
O=c1[nH]c2ccccc2n2c(-c3ccccc3)nnc12	-2.9	-0.6	-0.4	-4	2	2.9	2	-0.2	4.8	-0.4	5
COc1ccc(S(=O)(=O)N2CCCCCC2)cc1C(=O)N(C)CC(=O)Nc1ccccc1C(F)(F)F	2.3	-1.7	-1.2	-3	-7	0.4	-1	-0.1	-2.0	-2.4	-3
Cc1noc(C)c1CSCC(=O)Oc1ccc(N(C)S(=O)(=O)c2ccc(Cl)cc2)cc1	0.8	-0.6	0.0	-4	-12	-0.2	-1	-1.4	-0.7	-0.3	0
O=C(Nc1cccc(S(=O)(=O)N2CCCCCC2)c1)c1ccc2c(c1)OCO2	-2.9	-1.3	-0.8	5	13	0.2	-3	-1.1	0.4	-1.6	2
Cc1ccc(NNC(=O)c2c(F)cccc2Cl)cc1Cl	1.2	-0.9	0.8	-3	5	1.1	-3	1.4	-0.1	-0.8	3
Cc1cc(CNC(=O)CC2C(=O)NCCN2Cc2ccccc2C(F)(F)F)on1 (stereo not given)	-0.4	-0.1	-0.4	-6	-15	1.6	-2	-0.2	1.1	-1.2	-2
CCN(CC)CCNC(=O)c1ccc(CS(=O)(=O)c2ccccc2C)o1	-0.1	-1.0	0.2	-6	-7	0.7	1	0.6	0.1	-1.3	1
CC(=O)c1cccc(NC(=O)c2ccccc2N(Cc2ccccc2)S(C)(=O)=O)c1	0.1	-1.5	-0.4	-3	-7	1.7	-2	1.1	0.5	-0.2	-7
Cc1cccc(-c2noc(CN(C)C(=O)COc3ccccc3)n2)c1	1.2	-0.8	-0.2	-2	1	-0.2	-2	0.2	-0.9	-0.7	5
Fc1cccc(-c2cc3nc(-c4ccccc4)cc(N4CCC5(CC4)OCCO5)n3n2)c1	1.3	-1.5	-0.3	-47	-203	-1.5	0	-0.5	-1.1	2.2	-1
Cc1c(NC(=O)C(C)N2CC(C)OC(C)C2)c(=O)n(-c2ccccc2)n1C (stereo not given)	0.6	-1.4	-0.1	-4	-12	-1.8	-1	-0.3	0.2	0.3	0
CC1=CC(=NOC(=O)/C=C/c2ccccc2)C=C(C)C1=O	-3.1	-1.2	-1.2	-3	1	5.3	0	-0.7	-0.7	-0.2	0
C=CCn1c(=NC(=O)c2ccc(S(=O)(=O)N3CCc4ccccc4C3)cc2)sc2cc(S(N)(=O)=O)ccc21	-0.3	-1.4	-1.1	-46	-207	3.6	-1	-3.2	8.6	-4.1	-3
O=C(NC(=S)N1CCN(Cc2ccccc2)CC1)c1ccccc1	-2.9	-1.4	0.2	-3	-3	2.1	0	-0.5	0.2	2.2	4
O=C(NCCN1CCOCC1)c1ccc(CS(=O)c2ccccc2Cl)o1 (stereo not given)	-2.2	0.0	-0.5	-3	4	1.1	5	0.1	-0.5	-1.6	2
Cc1ccc(C2=NN(Cc3nnc(-c4ccccc4)o3)C(=O)SC2)cc1	-0.5	-1.8	-0.9	2	14	1.4	-1	0.1	-1.2	-2.8	-4
COCCCC1CCN(C(=O)C2CCC(=O)N(CCc3ccccc3)C2)CC1 (stereo not given)	3.3	-1.2	3.5	-3	-4	1.7	0	0.5	-0.9	2.2	5
COc1ccccc1NC(=O)C(=N\O)/C(C)=N/O	0.0	-0.9	0.0	7	6	2.5	-5	1.5	0.4	0.4	1
CSCCC(NC(=O)c1ccccc1Cl)C(=O)Nc1ccncc1 (stereo not given)	-1.5	-0.7	1.0	-2	-12	-2.7	0	3.2	1.6	0.4	3
COC(=O)[C@H](CCSC)NC(=O)Cn1ccc(NC(=O)OCc2ccccc2)nc1=O	-1.1	-1.3	-0.3	-2	-2	2.6	0	-1.6	-0.5	-0.3	2
Cc1ccc(C(=O)NC2CC(C)(C)NC(C)(C)C2)cc1S(=O)(=O)N1CCCCC1	0.0	-0.9	2.6	-1	-2	-0.3	-1	-1.4	-1.6	-1.4	0
Cc1cccc(C2=NN(c3ccccc3)[C@H](CO)[C@H]2c2ccc(F)cc2)c1	1.0	-1.3	1.2	i	i	2.3	3	0.3	2.9	-1.6	3
COc1ccc(/C=C/C(=O)OCC(=O)c2ccc3c(c2)NC(=O)CO3)cc1	1.9	-1.3	0.1	-2	2	0.8	-2	0.0	-1.3	-0.1	0
CC(C)Cn1c(CN2C(=O)c3ccccc3C2=O)nc2ccccc2c1=O	-1.6	-1.0	-0.2	-5	3	-0.1	-1	-0.2	-0.2	-0.3	5
CC(=O)c1ccc(NC(=O)C2(c3ccccc3)CC2(Cl)Cl)cc1 (stereo not given)	5.3	-0.5	1.0	-3	2	3.7	3	0.0	0.9	1.5	0
Cc1cc(C)c(C)c(S(=O)(=O)NCCCn2ccnc2)c1C	1.9	-0.7	-0.1	-11	-13	2.5	-3	-0.6	0.6	-1.6	0
NC(=O)SCC(=O)Nc1ccc(Cl)c(Cl)c1	0.5	-0.7	-0.5	-1	3	1.2	2	0.0	-3.1	0.3	2
S=c1[nH]nc(-c2ccccc2)n1/N=C/C=C/c1ccco1	3.9	-1.2	0.2	-3	2	1.3	-1	-0.1	-3.2	4.9	-3
CN1CCN(/C=N/c2c(C#N)cnn2Cc2ccccc2)CC1	0.7	-1.3	-0.2	-1	-6	-0.5	-3	0.3	0.4	-1.2	-5
COc1ccc(OC)c(/C=C2\SC(=S)N(N3CCOCC3)C2=O)c1	1.6	-0.7	0.2	0	4	1.5	-5	2.3	-1.4	-1.6	-3
O=C(CSc1nnc(CCc2ccccc2)n1-c1ccc(Cl)cc1)c1ccccc1	2.6	-1.1	-0.6	7	17	-0.8	4	-1.4	-0.6	-2.1	-13
CCN(CC)CCn1c(=S)[nH]c2ccc(Cl)cc2c1=O	2.6	-1.7	-0.5	-8	-17	1.9	5	-0.3	-3.2	-1.7	3
COc1ccc(OC)c(-c2cc(C(=O)N/N=C(\C)c3cccnc3)c3ccccc3n2)c1	-0.6	-1.4	-2.1	-1	-7	1.7	-1	-0.3	0.3	1.6	8
